esBAF inh = Bmi1 luciferase reporter increase in mESCs, primary screen, esBAF inhibitor project, mouse ES cells, Bmi1 luciferase knock-in, single point; 24 h; 100% = twice the neutral-well signal; reporter increase, % at 12.5 µM; 2% of 350,000 active; AID 602393, 2012; in the data active means activation above about 40%;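 further: 0% = median of the plate's neutral control wells and 100% = double that signal; a rise in the Bmi1 reporter signal indicates esBAF inhibition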
RAD52 inh = RAD52 DNA annealing inhibitors, primary screen, biochemical, FRET, single point, set 2; inhibition, % at 18.7 µM; recombinant RAD52 DNA annealing, FRET fluorescence; 0.46% of 360,000 active; AID 651710, 2012;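 active means every replicate showing at least 50% inhibition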
INS-1E GSIS act = GLuc luminescence reporter in INS-1E cells, primary screen for activators of glucose-dependent secretion of insulin; AID 743287, 2014; activation, % at 16.6 µM; INS-1E GLuc reporter insulin secretion, 2-3 h; 0.61% of 370,000 active;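 active means lowest replicate activation of at least 40%, so every replicate reaches that level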;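 further: 0% = median of neutral control wells and 100% = median of IBMX positive control wells; some compounds called inactive have numbers as strong as hits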
ERAP1 HTS inh = human ERAP1 aminopeptidase inhibitors, primary screen, biochemical, single point, plate reader; Endoplasmic reticulum aminopeptidase 1 (Homo sapiens), Q9NZ08; recombinant ERAP1, Leu-AMC fluorescence, 60 min; inhibition, % at 10.7 µM; 0.15% of 340,000 active; AID 652197, 2013;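 active means mean replicate inhibition of at least 30%, or all replicates individually reaching that 30% level; inactive means mean below 30% and not every replicate reaching it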;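 further: 0% = neutral control wells and 100% = L-leucinethiol positive control wells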
Xi reactivation = activators of inactive X chromosome reactivation, primary screen, imaging, XiGFP fibroblasts, GFP high-content imaging, set 2; 0.055% of 360,000 active; activation, % at 7.58 µM; XiGFP mouse fibroblasts, % GFP-positive cells imaging, 3 d; cells co-treated with 5-aza-dC sensitizer; scaled so ellipticine positive control = 100%;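 active means mean normalized replicate activation at least 10% and every replicate at or above 10%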;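 further: 0% = median of on-plate neutral control wells and 100% = ellipticine 6 µM median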
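System: XiGFP fibroblasts, SV40-immortalized. Medium: DMEM plus 5-aza-dC sensitizer. Doses: single point. Timing: 3 d treatment, 15 min room-temperature fixation. Control set: ellipticine 6 µM.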
RAD54 branch = inhibitors of human RAD54 branch migration, primary screen, biochemical, fluorescence, single point; AID 602329, 2012; inhibition, % at 10.4 µM; RAD54 Holliday junction branch migration, FAM/BHQ fluorescence; 0.14% of 360,000 active;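 active means mean normalized replicate activity at least 40 and at least half of replicates scoring 40 or more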;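 further: 0% = median of neutral control wells and 100% = median of positive control wells; inhibitors cause a drop in the FAM fluorescence signal; in these data hits start at about 50%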
Target sequence (Q92698 whole entry, looked up): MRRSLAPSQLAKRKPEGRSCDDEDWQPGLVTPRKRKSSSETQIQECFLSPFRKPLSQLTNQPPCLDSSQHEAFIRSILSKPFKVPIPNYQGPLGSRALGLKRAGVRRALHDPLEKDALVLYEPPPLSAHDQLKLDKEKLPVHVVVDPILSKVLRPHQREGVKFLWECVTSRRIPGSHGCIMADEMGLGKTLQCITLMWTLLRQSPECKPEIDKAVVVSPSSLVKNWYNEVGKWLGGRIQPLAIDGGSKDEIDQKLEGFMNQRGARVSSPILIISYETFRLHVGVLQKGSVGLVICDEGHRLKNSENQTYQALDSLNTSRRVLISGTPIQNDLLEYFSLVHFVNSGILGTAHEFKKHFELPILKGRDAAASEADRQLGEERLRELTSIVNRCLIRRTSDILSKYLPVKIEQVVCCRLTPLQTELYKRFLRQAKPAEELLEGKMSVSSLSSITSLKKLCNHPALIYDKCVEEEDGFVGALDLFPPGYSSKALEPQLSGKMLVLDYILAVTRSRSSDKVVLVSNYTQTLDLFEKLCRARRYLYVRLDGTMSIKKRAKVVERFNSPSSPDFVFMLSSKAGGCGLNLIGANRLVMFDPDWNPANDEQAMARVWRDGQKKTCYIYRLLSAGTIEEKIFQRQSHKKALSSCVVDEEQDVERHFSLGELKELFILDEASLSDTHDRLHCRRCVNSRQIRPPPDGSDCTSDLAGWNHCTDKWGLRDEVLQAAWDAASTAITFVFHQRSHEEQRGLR
F508del corr = F508del CFTR correction, initial screen, CFBE line, single point. AID 720511, 2013. CFBE cells, YFP halide quenching; stimulated with forskolin plus potentiator P3; % fluorescence drop versus neutral controls. 0.36% of 350,000 active. activity (quench increase), % at 7.58 µM;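 active means mean added fluorescence quench of at least 8% versus neutral control, with both replicates also reaching 8%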;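 further: cells transiently co-express mutant CFTR-F508del with the halide-sensitive YFP; corrector assay measuring rescue of mutant channel to the surface after 24 h compound exposure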
ARNT-TACC3 inh = disruptors of ARNT/TACC3 protein interaction, primary screen, biochemical, AlphaScreen, single concentration | Transforming acidic coiled-coil-containing protein 3 (Homo sapiens), Q9Y6A5 | AlphaScreen His-ARNT PAS-B/GST-TACC3 binding, luminescence; TACC3 fragment carries E629A point mutation | inhibition, % at 9.99 µM | 0.66% of 390,000 active;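 active means mean inhibition of replicates at least 50% and at least half of replicates each reaching 50%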;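 further: 0% = complete ARNT plus TACC3 wells and 100% = ARNT alone without TACC3; many hits fall short of the cut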
* hit, by the source's call; i = inactive; / = no result given. Rows are unselected; about 3.3% have a hit in one of these screens.

Compound,esBAF inh,RAD52 inh,INS-1E GSIS act,ERAP1 HTS inh,Xi reactivation,RAD54 branch,F508del corr,ARNT-TACC3 inh
CC(C)NC(=O)Nc1ccc2c(c1)CC(=O)N([C@@H](C)CO)C[C@@H](C)[C@@H](CN(C)CC1CCCCC1)O2,-6,0,8,0,0.2,-3,-1.7,-3
CCN(CC)CCCNC(=O)CN1N=C(c2ccc(OC)cc2)CCC1=O,-4,-11,7,1,0.3,-1,-1.9,-10
Cc1ccc(/C=C/c2nc3ccccc3c(=O)n2CCc2ccccc2)cc1,/,/,5,/,-0.2,4,/,2
Cc1ccc(S(=O)(=O)Oc2ccc(/C=N/NC(=O)c3ccncc3)cc2)cc1,4,-14,11,3,0.3,-5,0.7,-13
C[C@H]1CN([C@@H](C)CO)C(=O)c2cccc(NC(=O)c3ccncc3)c2O[C@H]1CN(C)S(=O)(=O)c1ccccc1,1,4,8,2,-0.8,-3,-1.8,/
CCN(c1ccccc1)S(=O)(=O)c1ccc(C(=O)N(CCCN(C)C)c2nc3cc4c(cc3s2)OCO4)cc1,-7,66*,-43,1,0.2,20,-1.7,21
N#C/C(=C\c1cccs1)C(=O)c1ccccc1Cl,/,-18,-4,6,0.4,/,-9.4,/
CN(CCc1ccccn1)C(=O)[C@@H](Cc1ccccc1)NC(=O)[C@H]1O[C@@H](n2ccc(=O)[nH]c2=O)[C@H](O)[C@@H]1O,/,5,/,0,0.0,/,-0.9,/
Nc1c(-c2ccc(F)cc2)nc2ncccn12,/,-9,0,/,0.4,/,1.8,/
C[C@@H]1CN([C@@H](C)CO)C(=O)Cc2cc(NS(=O)(=O)c3ccc(F)cc3)ccc2O[C@@H]1CN(C)S(=O)(=O)c1cn(C)cn1,-2,-2,20,2,1.0,1,-0.5,-10
COc1ccc(Cc2nnc(NC(=O)CS(=O)(=O)Cc3ccccc3)s2)cc1,-5,-23,18,-3,-0.1,4,2.7,/
CC1=CC(c2ccccc2)n2nc(NC(=O)CCC(=O)O)nc2N1 (stereo unspecified),/,-4,65*,/,-0.1,-9,2.0,7
CN(CC(=O)Nc1cccc(F)c1)C(=O)c1cccc(S(=O)(=O)N2CCN(c3ccccc3)CC2)c1,2,-2,-58,-3,0.0,3,1.4,5
CC(C)(C)c1nnc(NC(=O)CCn2cnc3ccccc3c2=O)s1,/,-8,-15,-2,0.0,/,3.8,-7
O=C(c1ccccc1)c1c(O)nc(-c2ccccc2)n(-c2ccccc2)c1=O,/,-22,-10,-2,0.2,3,1.0,17
CC(C)C[C@@H](NC(=O)C1CCC(CNC(=O)[C@@H]2CCCN2C(=O)OC(C)(C)C)CC1)C(=O)O (stereo partly specified),-2,-9,9,-2,-0.1,-12,-4.2,/
O=C(NCC1CC1)[C@@H]1[C@@H](CO)[C@@H]2Cn3c(cccc3=O)[C@H]1N2C(=O)c1ccc(F)cc1,0,-3,15,-3,0.3,-9,-3.2,-10
CCOC(=O)C1=NN(C(=O)Cc2ccccc2)C(O)(c2ccc(Cl)cc2)C1 (stereo unspecified),-1,/,-24,/,0.0,-5,/,-1
O=C(Nc1nc2n(n1)C(c1ccccc1)CC(c1ccc(Cl)cc1)N2)c1ccco1 (stereo unspecified),-2,/,-13,/,/,-6,/,4
CNC[C@@H]1Oc2ncc(-c3ccc(OC)cc3)cc2C(=O)N([C@@H](C)CO)C[C@H]1C,3,15,26,-1,-0.4,3,-0.9,11
O=[N+]([O-])c1ccc(NN=Cc2cccc(O)c2)nc1,30,-6,-6,5,0.0,0,-0.9,/
COc1ccc(NC(=O)Nc2ccc3c(c2)CC(=O)N([C@@H](C)CO)C[C@H](C)[C@@H](CN(C)C)O3)cc1,2,6,9,0,-0.6,8,1.9,-9
C[C@H]1CN([C@@H](C)CO)C(=O)Cc2cc(NC(=O)C3CCCCC3)ccc2O[C@@H]1CN(C)C,-4,4,12,2,0.0,-7,1.9,-11
O=c1cc(O)c2c(=O)[nH]c(=O)n(-c3ccccc3)c2[nH]1,13,/,-8,/,/,3,/,-2
Cc1ccc(NS(=O)(=O)c2ccc(C(=O)NCc3ccc(S(N)(=O)=O)cc3)cc2)cc1,3,-11,/,1,0.3,-3,-0.3,33

Random excerpt: two records from the list
Compound,esBAF inh,RAD52 inh,INS-1E GSIS act,ERAP1 HTS inh,Xi reactivation,RAD54 branch,F508del corr,ARNT-TACC3 inh
C[C@@H]1CN([C@@H](C)CO)C(=O)Cc2cc(NS(=O)(=O)c3ccc(F)cc3)ccc2O[C@@H]1CN(C)S(=O)(=O)c1cn(C)cn1,-2,-2,20,2,1.0,1,-0.5,-10
CC(C)(C)c1nnc(NC(=O)CCn2cnc3ccccc3c2=O)s1,/,-8,-15,-2,0.0,/,3.8,-7

Next part:
Compound,esBAF inh,RAD52 inh,INS-1E GSIS act,ERAP1 HTS inh,Xi reactivation,RAD54 branch,F508del corr,ARNT-TACC3 inh
C[C@H]1CN([C@@H](C)CO)C(=O)c2cc(NS(=O)(=O)c3ccc(F)cc3)ccc2O[C@H]1CN(C)Cc1ccc(C(=O)O)cc1,-1,-8,7,1,-1.4,-1,1.2,-4
COC(=O)[C@H]1[C@H](CO)[C@H]2Cn3c(ccc(C4=CCCC4)c3=O)[C@H]2N1C(=O)C1CCCC1,-2,-28,11,1,0.0,2,-0.4,-8
COc1ccccc1CNC(=O)CN1C(=O)NC2(CCCc3ccccc32)C1=O (stereo unspecified),-2,-18,0,0,0.0,6,-1.0,-2
CN1CCN(NC(=O)c2ccc(Br)s2)CC1,-7,-1,15,-7,0.0,7,-1.8,-15
COc1cc(/C=N/NC(=O)c2cc(C)oc2C)cc(OC)c1OC,/,-13,-7,3,0.2,/,-2.1,-2
Cc1ccc(COc2ccsc2C(=O)O)cc1,/,-10,5,8,0.2,/,/,-2
CCOC(=O)c1[nH]c2ccc(OCC)cc2c1NC(=O)CN1CCC2(CC1)OCCO2,5,/,13,/,/,3,/,3
COc1ccc2c3c(n(C)c2c1)[C@H](CO)N(C(=O)NC(C)C)CC31CCN(CC2CC2)CC1,/,-2,9,11,0.2,/,1.3,/
COc1cc(/C=N/NC(=O)CSc2ccccn2)ccc1O,/,-3,32,1,0.0,/,1.8,8
C=CCc1cccc2ccc(=O)oc12,/,5,0,1,0.0,/,-0.8,/
CN1C(=O)/C(=C/c2ccccc2OCc2ccccc2)NC1=S,-7,/,10,/,0.3,-8,/,-3
C[C@@H]1CN([C@H](C)CO)C(=O)c2cccc(NC(=O)NC3CCCCC3)c2O[C@H]1CN(C)C,4,-4,16,1,-0.9,0,1.0,9
CCCCCC(=O)Nc1nc(C)c(-c2csc(Nc3ccccc3OCC)n2)s1,-7,-13,/,1,0.1,-4,0.9,-2
Cc1cccc(CC(=O)NCCn2c(C)cc3ccccc32)c1,7,-8,-2,2,-0.1,-13,0.3,-3
COc1ccc(OCC(=O)N2CCN(C(=O)c3ccc([N+](=O)[O-])cc3)CC2)cc1,/,-8,6,0,0.0,/,-0.6,-7
Cn1cnc(CCNC(=O)C[C@H]2CC[C@@H]3[C@H](COC[C@H](O)CN3C(=O)Nc3ccc(Cl)cc3)O2)c1,13,11,-6,0,0.2,1,1.8,2
CC1CCN(C(=O)COC(=O)c2cc(Cl)c3c(c2)OCO3)CC1,31,-14,1,-2,0.1,-2,-0.1,-2
C=CC(=O)NCC1OCCc2ccccc21 (stereo unspecified),-3,-23,15,2,0.0,6,1.3,/
CCCNC(=O)[C@@H]1[C@@H](CO)[C@@H]2Cn3c(cccc3=O)[C@H]1N2C(=O)C1CCC1,3,-4,5,3,0.0,11,2.2,7
CC(=O)N1CCOc2ccc(S(=O)(=O)NC(C)c3ccccc3)cc21 (stereo unspecified),-2,-9,10,1,0.0,-2,-1.3,-9
COc1cccc(/C=N/NC(=O)CNC(=O)c2ccc3c(c2)OCCO3)c1O,/,/,-6,/,0.0,1,/,13
COc1cc(/C=C2\SC(=S)N(C(C(=O)O)c3ccccc3)C2=O)ccc1O (stereo unspecified),/,i,-12,-2,0.0,-184,4.6,5
CCOc1ccc(CCNC(=O)c2cc(-c3ccccc3)c(N3CCOCC3)s2)cc1OCC,-2,2,-22,0,0.1,1,-1.8,4
CC(C)N1CC2(CC(c3ccccc3C(F)(F)F)=NO2)CN1C(=O)c1ccco1 (stereo unspecified),-7,-12,-1,/,0.1,/,0.5,/
CCC(=O)Nc1ccc(Cl)c(NC(=O)c2c(OC)cccc2OC)c1,/,-11,4,-2,0.0,/,0.0,-7

The results go on.
Compound,esBAF inh,RAD52 inh,INS-1E GSIS act,ERAP1 HTS inh,Xi reactivation,RAD54 branch,F508del corr,ARNT-TACC3 inh
CCC(Oc1ccccc1)C(=O)Nc1ccccc1N1CCCCC1 (stereo unspecified),-6,-7,-27,5,0.4,-7,4.3,-13
O=C1CC(=O)N(CCc2ccc(F)cc2)C(=O)N1,-2,/,-7,/,/,-16,/,-1
COc1ccc(S(=O)(=O)Nc2cccc3c2O[C@H](CN(C)C(=O)Nc2c(C)noc2C)[C@H](C)CN([C@H](C)CO)C3=O)cc1,2,4,-1,7,-0.1,-3,-1.9,-3
CCn1cnc2cc([N+](=O)[O-])ccc21,4,-6,3,0,0.0,-1,0.3,-5
CCN1[C@@H]2c3ccc(-c4cccc(F)c4)c(=O)n3C[C@@H]2[C@@H](CO)[C@@H]1C(=O)N(C)C,-1,-4,-6,0,0.5,5,-3.7,2
O=C(NCc1ccccc1)c1ccc(CS(=O)Cc2cccc(Cl)c2)o1 (stereo unspecified),-3,-13,-34,1,0.0,5,2.7,/
CCOC(=O)c1sc(NC(=O)C(C)C)c(C#N)c1C,/,-3,5,4,-0.1,/,0.5,-7
COc1cccc(S(=O)(=O)N2CC[C@H]3[C@@H](CO)N(C)c4ccc(C5=CCCCC5)cc4[C@H]32)c1,-4,/,9,/,0.2,-1,3.6,-12
O=C(N/N=C/c1cc([N+](=O)[O-])ccc1O)c1cc(-c2ccccc2)nc2ccccc12,/,-6,/,4,0.8,/,/,1

Profiles, quoted from the list.
Entry for O=C1CC(=O)N(CCc2ccc(F)cc2)C(=O)N1 : esBAF inh: -2; RAD52 inh: /; INS-1E GSIS act: -7; ERAP1 HTS inh: /; Xi reactivation: /; RAD54 branch: -16; F508del corr: /; ARNT-TACC3 inh: -1
Entry for COc1cccc(S(=O)(=O)N2CC[C@H]3[C@@H](CO)N(C)c4ccc(C5=CCCCC5)cc4[C@H]32)c1 : esBAF inh: -4; RAD52 inh: /; INS-1E GSIS act: 9; ERAP1 HTS inh: /; Xi reactivation: 0.2; RAD54 branch: -1; F508del corr: 3.6; ARNT-TACC3 inh: -12

Copied from the listing, 2 compounds:
Compound,esBAF inh,RAD52 inh,INS-1E GSIS act,ERAP1 HTS inh,Xi reactivation,RAD54 branch,F508del corr,ARNT-TACC3 inh
COc1cccc(S(=O)(=O)N2CC[C@H]3[C@@H](CO)N(C)c4ccc(C5=CCCCC5)cc4[C@H]32)c1,-4,/,9,/,0.2,-1,3.6,-12
O=C(N/N=C/c1cc([N+](=O)[O-])ccc1O)c1cc(-c2ccccc2)nc2ccccc12,/,-6,/,4,0.8,/,/,1

Source: PubChem (Broad Institute)
